CAL PDZ FP-1 – blocks peptide binding to human CAL PDZ domain. AID 504414. inhibition, % at 20 µM. purified CAL PDZ, TMR-peptide fluorescence polarization, 1 h. 330,000 tested, 0.02% active;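 active means highest replicate inhibition of at least 40%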;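 further: plate controls were DMSO neutral control wells for no effect and unlabeled competitor peptide control wells for full effect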
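System: purified tagged CAL PDZ domain construct (CerCALP). Schedule: 1 h incubation at room temperature before polarization reading. Medium: 25 mM sodium phosphate pH 7.4, 150 mM NaCl, TCEP, IgG, Thesit. Read-out: percent inhibition from loss of millipolarization. Measured by: FP readout, S and P plane fluorescence. Probe or stimulus: fluorescent TMR peptide probe.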
RTF Ca sens act – increases calcium sensitivity of human cardiac regulated thin filaments | P19429+P45379 | IANBD-labeled TnC RTF fluorescence at EC20 calcium; 0% EC20 calcium, 100% full calcium | activation, % at 7.2 µM | 340,000 tested, 0.24% active | AID 493008;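 active means activation above the mean over all tested compounds plus 3 SD, cut at about 30% in these data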;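 further: rise in fluorescence read as greater calcium sensitivity of cardiac thin filaments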
Rtt109 Vps75 – inhibitors of Candida albicans Rtt109/Vps75 histone acetyltransferase. purified Rtt109/Vps75, ThioGlo CoA-SH fluorescence, 4 h. inhibition, % at 34.9 µM. 330,000 tested, 0.16% active;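 active means inhibition of at least 50% in every replicate; inconclusive means best replicate reaches 50% inhibition but some replicates fall short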
RTF Ca sens inh – cardiac RTF calcium desensitization; P19429+P45379; IANBD-labeled cardiac RTF, Ca2+ fluorescence; inhibition, % at 7.15 µM; 340,000 tested, 0.12% active;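 active means inhibition above the mean inhibition of all tested compounds plus 3 SD, cut at about 17% in these data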;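 further: assay run at fixed EC70 calcium of 1.6 mM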
CAL PDZ FP-2 – inhibitors of human CAL PDZ peptide binding | 300,000 tested, 0.92% active | purified CAL PDZ, TMR-peptide fluorescence polarization, 1 h | inhibition, % at 24.9 µM | AID 602252;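 active means mean inhibition of at least 30% with at least half of replicates also reaching 30%; inconclusive means no clear call, values can overlap the other calls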;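 further: 0% = DMSO neutral control and 100% = excess unlabeled competitor peptide PRC23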
PKA-R2B act – activators of human PKA-R2B complex; P22694+P31323; PKA-R2B holoenzyme dissociation, Cy5-IP20 fluorescence polarization; R2B truncated from residue 108, S112A mutant; 0% DMSO only, 100% 113 µM cGMP; activation, % at 11.4 µM; 340,000 tested, 0.079% active; AID 504700;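 active means activation above a cutoff set at the mean over all compounds plus 3 SD, cut at about 18% in these data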;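 further: higher means more holoenzyme dissociation and a rise in polarization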
Target sequence (P31323 whole entry, looked up, other chains not shown, the tested form may be a part): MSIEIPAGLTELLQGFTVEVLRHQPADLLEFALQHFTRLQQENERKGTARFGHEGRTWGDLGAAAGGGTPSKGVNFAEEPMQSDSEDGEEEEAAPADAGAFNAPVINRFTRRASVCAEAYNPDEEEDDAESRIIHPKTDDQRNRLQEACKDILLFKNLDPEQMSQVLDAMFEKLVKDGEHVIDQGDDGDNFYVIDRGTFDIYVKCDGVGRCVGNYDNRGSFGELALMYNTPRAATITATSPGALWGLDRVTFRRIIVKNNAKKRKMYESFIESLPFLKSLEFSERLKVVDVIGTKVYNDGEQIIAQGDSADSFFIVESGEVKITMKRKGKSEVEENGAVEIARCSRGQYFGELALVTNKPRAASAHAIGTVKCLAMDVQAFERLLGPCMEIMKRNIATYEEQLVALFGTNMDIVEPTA
Keap1-Nrf2 PPI – disrupts human Keap1 binding to Nrf2 peptide; Q14145; Keap1 Kelch-Nrf2 peptide fluorescence polarization, 1536-well; inhibition, % at 9.4 µM; 340,000 tested, 0.15% active; AID 504523; in the data active means inhibition above about 12%; inconclusive means no clear call, values can overlap the other calls; inactive means below about 7.3%;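 further: human Keap1 Kelch domain with fluorescein labeled Nrf2 9mer peptide probe; 0% = neutral control wells and 100% = peptide positive control; higher means more block of Keap1 binding to Nrf2 peptide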
SR-BI uptake up – SR-BI HDL lipid transfer activation; CHO ldlA[mSR-BI] cells, DiI-HDL uptake fluorescence, 3 h; 100 = double the neutral-control signal; activation, % at 12.5 µM; 320,000 tested, 0.096% active; AID 504775;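 active means mean replicate activation of at least 60% and every replicate at or above 60%; inconclusive means mean or all-replicate condition met, but not both; inactive means mean below 60% and not all replicates reaching 60%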;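 further: 0% = median plate neutral-control signal and 100% = twice that signal; values of inactives mirror those of a sister screen read the other way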
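Material – SR-BI-overexpressing, LDLR-lacking CHO cells · Medium – BSA-supplemented, HEPES-buffered Ham's F12, pH 7.4 · Doses – single concentration · Times – compound with DiI-HDL co-incubation, 3 h at 37 °C · Measured by – bottom-read fluorescence, 550/595 nm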
C-LANA FP – inhibitors of KSHV LANA C-terminal domain DNA binding; 340,000 tested, 0.078% active; MBP-C-LANA/FAM-LBS DNA binding, fluorescence polarization; AID 504423; inhibition, % at 9 µM;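 active means highest replicate inhibition at or above 60% at 9 µM, even if other replicates fall short; inactive means all replicates below 60% inhibition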;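 further: 0% = neutral control wells and 100% = 4 µM acridine orange control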
DAGLB inhibitor – diacylglycerol lipase beta (human) inhibition; AID 504411; HEK293T DAGLB membrane lysate, EnzChek fluorogenic substrate; Q8NCG7; inhibition, % at 5.17 µM; 340,000 tested, 0.059% active; in the data active means inhibition above about 34%;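 further: 0% = enzyme with vehicle and 100% = wells lacking enzyme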
Target sequence (Q8NCG7 whole entry, looked up): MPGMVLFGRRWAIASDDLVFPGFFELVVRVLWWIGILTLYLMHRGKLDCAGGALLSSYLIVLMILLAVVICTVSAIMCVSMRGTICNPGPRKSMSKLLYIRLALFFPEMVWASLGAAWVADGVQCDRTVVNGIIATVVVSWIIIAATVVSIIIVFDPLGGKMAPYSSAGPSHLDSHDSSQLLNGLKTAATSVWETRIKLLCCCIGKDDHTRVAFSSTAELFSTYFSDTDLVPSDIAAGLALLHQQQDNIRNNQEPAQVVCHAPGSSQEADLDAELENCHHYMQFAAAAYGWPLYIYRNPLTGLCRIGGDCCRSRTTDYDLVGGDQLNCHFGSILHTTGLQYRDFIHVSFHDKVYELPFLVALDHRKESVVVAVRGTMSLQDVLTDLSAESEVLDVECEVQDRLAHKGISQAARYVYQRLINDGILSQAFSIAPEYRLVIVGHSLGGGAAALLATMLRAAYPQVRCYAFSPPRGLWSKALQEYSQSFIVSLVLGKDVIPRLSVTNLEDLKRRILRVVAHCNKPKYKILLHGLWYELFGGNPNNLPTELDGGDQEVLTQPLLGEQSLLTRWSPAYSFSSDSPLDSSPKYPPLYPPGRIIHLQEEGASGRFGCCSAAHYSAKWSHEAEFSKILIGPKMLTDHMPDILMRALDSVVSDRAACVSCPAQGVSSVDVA
* = called active by the depositor; u = inconclusive; x = no result given. Outcome played no part in choosing rows; 1.6% or so of the library scored in one or more.

Every second line gives: CAL PDZ FP-1 | RTF Ca sens act | Rtt109 Vps75 | RTF Ca sens inh | CAL PDZ FP-2 | PKA-R2B act | Keap1-Nrf2 PPI | SR-BI uptake up | C-LANA FP | DAGLB inhibitor
COc1ccc(C2CC2/C(C)=N/OC(=O)c2ccc(F)cc2)cc1 (stereo not given)
→ -0.3 | 5.8 | 3.5 | 0.5 | -3.3 | -12.4 | 1.7 | x | 3.5 | -8.9
NNC(=S)Nc1ccc(S(=O)(=O)N2CCOCC2)cc1
→ -0.1 | -1.6 | 4.9 | 7.6 | -4.5 | -4.2 | -2.8 | -3.8 | -1.0 | 1.1
Cc1ccc(-n2nnnc2-c2cccnc2)cc1
→ 0.2 | 1.7 | -6.0 | -0.4 | -3.4 | -10.8 | -1.6 | 34.0 | 2.0 | -0.4
COc1ccc(NC(=O)c2cccc(N3C(=O)C4C5CCC(C5)C4C3=O)c2)cc1 (stereo not given)
→ -0.4 | 1.8 | -7.7 | -6.7 | -2.6 | -10.8 | 2.4 | -5.9 | 1.7 | 3.2
COc1ccc(C(=O)N2CCCN(C)CC2)cc1S(=O)(=O)N(C)Cc1ccccc1
→ 0.1 | -7.9 | u | -6.5 | -1.3 | -2.4 | -5.9 | -16.8 | 0.7 | 2.2
COc1ccc(N=C2C(=O)N3c4c(cccc42)C(C)=CC3(C)C)cc1
→ -2.0 | 3.0 | 22.8 | 4.5 | -2.0 | -4.0 | 1.2 | 9.2 | 0.4 | 5.9
CC(NC(=O)c1ccco1)C(=O)OCc1cccc(Cl)c1 (stereo not given)
→ 0.6 | -1.8 | 10.9 | -4.6 | -0.9 | 0.3 | -2.3 | -3.3 | 1.5 | -0.3
CC(C)(C)C(=O)NC1(C(F)(F)F)NC(=O)N(c2ccccc2F)C1=O (stereo not given)
→ 0.3 | 7.3 | -9.6 | 1.8 | -2.2 | -4.9 | -6.5 | 58.2 | -1.6 | 1.6
COc1ccc(N2C(=O)CC(N(C)CCc3ccc(OC)c(OC)c3)C2=O)cc1 (stereo not given)
→ 0.2 | 0.6 | 0.8 | 11.7 | -0.9 | -20.9 | -2.8 | -5.0 | -0.4 | 0.7
Cc1cc[n+](CC(=O)c2cc3ccccc3oc2=O)cc1
→ 0.7 | -1.7 | -7.9 | -6.3 | 3.3 | -6.9 | 1.0 | 11.7 | -0.9 | -0.6
COC(=O)[C@@H](NC(=O)Nc1ccc(OC)cc1)C(C)C
→ -2.0 | -0.5 | -3.2 | 0.3 | -3.4 | -1.8 | -1.9 | 2.2 | 0.9 | -1.4
CC1=C(C(=O)OC2CCCCC2)C(c2ccc(C)o2)C2=C(CCCC2=O)N1 (stereo not given)
→ x | -8.1 | 4.3 | -8.1 | -3.1 | -8.7 | -2.3 | -40.0 | 0.3 | -3.5
Cc1ccc2c(c1)-c1c(ssc1=S)C(C)(C)N2C(=O)CSC1=NCCS1
→ -0.6 | 0.2 | -7.0 | 2.7 | -1.6 | -3.0 | -0.5 | -10.4 | 0.5 | 22.5
O=S1(=O)CCOC[C@H](Cc2ccccc2)N1Cc1ccc(F)cc1
→ -1.6 | 4.5 | 1.1 | -4.8 | 0.5 | 2.0 | -1.5 | -0.3 | -1.1 | -4.8
CCc1nnc(NS(=O)(=O)c2ccc(NC(=O)C(c3ccccc3)c3ccccc3)cc2)s1
→ -0.3 | 0.0 | -11.8 | 1.0 | 1.7 | -5.6 | -1.4 | -8.4 | -0.1 | 6.4
Cc1cc2ccccc2c(=O)n1CC(=O)NCC(=O)N1CCN(c2ccccc2F)CC1
→ 0.3 | 2.1 | -7.1 | 0.0 | -6.0 | 2.5 | -3.5 | -33.9 | 0.1 | -0.2
Cc1cc(C)c2nc(-c3ccccn3)cc(C(=O)NCc3ccc(S(N)(=O)=O)cc3)c2c1
→ 0.0 | x | -8.5 | x | 2.4 | x | 2.3 | -10.3 | 1.4 | x
CC(=O)N1CC(C)Sc2ccc(S(=O)(=O)NCc3ccc(F)cc3)cc21 (stereo not given)
→ -2.7 | 0.5 | -4.0 | -3.8 | 15.8 | -5.0 | 0.0 | 16.2 | 0.1 | -1.4
COc1cc(NC(=S)NCCN2CCOCC2)cc(OC)c1
→ -0.9 | 3.8 | -1.4 | -5.8 | 28.7 | -11.2 | 0.3 | 33.4 | 0.3 | 1.6
Cc1ccc(CSCC(=O)N2CCN(c3ccccc3)CC2)cc1
→ -0.3 | 4.1 | -7.3 | 6.1 | 0.1 | 3.8 | -0.9 | -7.4 | -0.7 | -2.5
Cc1cccnc1NCC(O)COc1ccccc1 (stereo not given)
→ -1.0 | -2.7 | x | -7.6 | -0.4 | -5.1 | -0.9 | -2.6 | -0.6 | 0.5
Cc1csc(=O)n1CCC(=O)OCc1nnc(-c2ccc([N+](=O)[O-])cc2)o1
→ -0.3 | -1.6 | 6.0 | 6.5 | 0.1 | -8.2 | -1.8 | 14.0 | -0.3 | 1.4
COCCCNC(=O)c1ccccc1SC
→ -0.5 | -3.4 | 4.0 | -7.2 | 1.2 | -0.8 | -6.8 | 11.4 | -0.6 | 1.3
O=C(N/N=C/c1ccncc1)c1cccc(NC(=O)c2ccc(Cl)cc2)c1
→ -2.8 | -5.8 | 0.0 | -15.2 | 0.1 | -7.3 | -0.7 | -62.4 | 0.3 | 2.0
CCCC(=O)Nc1nc2c(C)c(Cl)ccc2s1
→ 0.0 | 4.3 | -6.0 | -6.3 | -0.3 | 5.1 | -4.0 | x | -0.9 | -8.7
COc1ccc2ccccc2c1/C=N/NC(=O)c1sc(N)c(C#N)c1C
→ 1.0 | 2.6 | -8.1 | 4.1 | -2.3 | -9.0 | -1.0 | -37.6 | -1.6 | 1.6
CSc1cccc(NC(=O)C2CCN(S(=O)(=O)c3ccc(F)cc3)CC2)c1
→ -3.7 | -5.8 | 21.2 | 5.6 | -2.6 | 3.3 | 0.6 | -26.3 | 2.1 | -3.4
CCN(CC)CCCNC(=O)CNC(=O)c1nn(-c2ccc(OC)cc2)c(=O)c2ccccc12
→ -1.2 | -0.4 | 9.1 | -9.5 | 1.7 | 3.7 | 1.9 | -5.9 | -1.1 | -0.1
O=S(=O)(c1ccccc1)[C@@]1(c2ccc(Br)cc2)C[C@@H]2ON=C(c3cccc(Br)c3)[C@@H]2C1
→ 0.0 | 0.2 | 0.2 | -2.9 | 5.5 | 5.9 | 4.1 | -2.9 | -3.1 | -1.8
CS(=O)(=O)c1ccc(CNC(=O)C2(C(F)(F)F)C/C(=C/CCO)CCCO2)cc1 (stereo not given)
→ -1.4 | 4.3 | 4.0 | -17.1 | -4.4 | -1.7 | -2.3 | 12.9 | -1.8 | 2.2
Cc1cc(C)c(C(=O)CSc2nc(C)cc(C)c2C(N)=O)c(C)c1
→ -0.4 | -5.5 | 9.4 | 4.6 | -2.7 | 4.2 | 0.4 | -16.8 | 0.6 | -2.3
Cc1cc(OC(=O)c2c(C)cc(O)cc2O)cc(O)c1C(=O)O
→ 0.5 | -2.7 | 4.1 | -5.4 | -1.3 | -12.1 | 1.5 | -7.3 | 2.5 | 2.4
COc1ccc(C2CC(c3ccccc3)=NN2S(=O)(=O)c2ccc(C)cc2)c(OC)c1 (stereo not given)
→ -3.7 | 9.5 | 1.7 | -10.7 | x | -5.6 | -5.7 | 25.2 | -2.0 | -17.0
O=C(NC1CCCN(Cc2ccc(Cl)cc2)C1)c1ccnc(Cl)c1 (stereo not given)
→ x | -5.4 | 4.4 | -0.6 | -2.5 | 2.6 | -2.9 | 2.0 | -2.8 | -1.4
COc1ccc(C(=O)N2CCCC2(C#N)c2ccccc2)cc1[N+](=O)[O-] (stereo not given)
→ -1.5 | -2.1 | -5.6 | -6.7 | 8.1 | -6.1 | 5.2 | -53.9 | 0.0 | -1.9
COc1ccccc1C(=O)NC(=O)COC(=O)CNC(=O)c1ccc(Cl)c([N+](=O)[O-])c1
→ -2.2 | 14.1 | -0.3 | -12.4 | -1.6 | -12.6 | -5.2 | 5.0 | 0.0 | -0.2
O=C(O)CCC(=O)OCCCc1cc2ccccc2c(=O)o1
→ -0.5 | -1.6 | 4.1 | 4.7 | 0.1 | -3.4 | -0.9 | -5.5 | 1.0 | -2.2
Cc1ccnc(NC(=O)c2ccccc2NC(=O)C(C)(C)C)c1
→ x | -4.2 | -8.4 | 5.5 | 0.2 | -13.3 | 1.3 | 19.9 | 0.8 | -0.8
NS(=O)(=O)c1ccc(CCNC(=O)/C=C/c2cccc([N+](=O)[O-])c2)cc1
→ -1.4 | -2.1 | -3.7 | -0.3 | -2.1 | -6.5 | -1.4 | -13.4 | 0.2 | -3.7
COc1cc(NC(=O)C/C(C)=N/NC(=O)c2cccs2)c(OC)cc1Cl
→ -1.2 | -2.9 | 0.8 | -17.8 | -3.2 | -6.7 | -5.7 | -36.2 | -1.3 | -0.1
CC(NCc1ccc2c(c1)OCO2)C(=O)NC1CCCCC1 (stereo not given)
→ 0.0 | 0.8 | 0.8 | -14.2 | -2.2 | -0.4 | 1.5 | -1.2 | -1.1 | -0.8
CCOC(=O)C1=C(C)Nc2nc(C)nn2C1c1ccc(C)cc1 (stereo not given)
→ 0.0 | 13.8 | 10.4 | -3.4 | 0.1 | -1.4 | -3.0 | -1.4 | -2.8 | -1.8
Cc1ccc(CNC(=O)COC(=O)c2cnccn2)cc1
→ 1.0 | 4.2 | -6.7 | 2.8 | x | 2.9 | -7.7 | 28.0 | -0.8 | 1.0
Cc1nc2nc(SCC(N)=O)[nH]c2cc1Br
→ 0.5 | 2.1 | 6.8 | -8.1 | 13.3 | 6.0 | 1.3 | 6.7 | -0.4 | 0.7
COc1ccc(/C=C/C(=O)NC(=S)Nc2cc([N+](=O)[O-])ccc2O)cc1OC
→ -2.4 | -5.9 | 11.7 | 16.2 | 0.8 | -0.2 | -4.9 | -18.6 | 1.3 | 14.3
CCOc1ccc2c(c1)sc(=NC(=O)C1CC1)n2C
→ -2.8 | 5.1 | -8.1 | -0.7 | 0.6 | -0.7 | -2.5 | -49.7 | -1.5 | -6.2

Compound activity as filed in PubChem.
